From PubChem
M4 PAM = potentiates acetylcholine response at human M4 receptor. CHO-K1 hM4/Gqi5, Fluo-8 calcium fluorescence, ACh EC20; 0% = ACh EC20, 100% = maximal ACh. activation, % at 3 µM. 360,000 tested, 0.4% active. AID 624126. P08173;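 active = activation above its plate's cutoff, the mean activation of sample wells plus 3 SD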; note: some results filed as inactive read as strong as hits
Target sequence (P08173 whole entry, looked up): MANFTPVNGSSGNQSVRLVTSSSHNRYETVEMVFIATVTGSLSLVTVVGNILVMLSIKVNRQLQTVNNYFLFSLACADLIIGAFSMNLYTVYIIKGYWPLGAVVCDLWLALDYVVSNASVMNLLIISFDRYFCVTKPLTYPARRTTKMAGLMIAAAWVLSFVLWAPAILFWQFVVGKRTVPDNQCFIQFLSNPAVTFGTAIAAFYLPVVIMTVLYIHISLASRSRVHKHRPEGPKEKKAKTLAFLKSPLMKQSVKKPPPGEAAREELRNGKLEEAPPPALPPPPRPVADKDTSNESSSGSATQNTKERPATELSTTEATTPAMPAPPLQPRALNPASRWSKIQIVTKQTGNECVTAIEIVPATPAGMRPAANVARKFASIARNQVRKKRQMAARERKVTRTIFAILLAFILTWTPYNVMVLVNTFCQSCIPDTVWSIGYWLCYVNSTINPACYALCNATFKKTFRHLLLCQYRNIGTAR
M5 ag = agonists of human muscarinic M5 receptor (CHRM5); P08912; AID 624037; activation, % at 3 µM; 360,000 tested, 0.19% active; CHO-K1 hM5 cells, Fluo-8 calcium fluorescence; 0% DMSO wells, 100% maximal acetylcholine response;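 active = activation above the run's mean over test compounds plus 3 SD, cut at about 23% in these data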;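 note: signal is peak over basal fluorescence ratio across the kinetic read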
CHRM4 antagonist = CHRM4 antagonism in calcium assay; P08173; CHO-hM4 cells, ACh EC80, Fluo-8 calcium fluorescence; inhibition, % at 3 µM; 360,000 tested, 0.73% active;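 active = inhibition above its plate's cutoff, the mean inhibition of sample wells plus 3 SD, cut at about 27% in these data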;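 note: 0% = acetylcholine EC80 with DMSO and 100% = DMSO without agonist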
CRFR2-BP antag = blocks CRF-induced signaling of the CRF-BP/CRF-R2 complex; HEK293 CRF-R2/CRF-BP, CRF-induced calcium fluorescence; inhibition, % at 11.8 µM; 350,000 tested, 0.59% active; AID 588475;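 active = inhibition of the ligand-induced calcium signal above about 50% at the single tested concentration, limit read from the data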
CRFR2-BP ag = agonists of human CRF-binding protein/CRF-R2 receptor complex. HEK293 CRF-R2/CRF-BP, calcium dye fluorescence (FLIPR); percent of saturating CRF peptide response. activation, % at 13.2 µM. 350,000 tested, 0.46% active. AID 588473;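 active = activation of at least 50%, plus an integration ratio under a set limit after plate pattern correction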;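 note: plate controls were neutral control wells without compound for no effect and CRF at EC100 for full effect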
CHRM5 antagonist = blocks acetylcholine activation of human M5 receptor | P08912 | CHO-hM5 cells, Fluo-8 calcium fluorescence, ACh EC80 | inhibition, % at 3 µM | 360,000 tested, 0.59% active | AID 624040;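 active = inhibition above a per-plate cutoff, the mean of that plate's test compounds plus 3 SD, cut at about 27% in these data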;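 note: 0% = acetylcholine EC80 with DMSO and 100% = DMSO without agonist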
M4 ag = CHRM4 agonism in calcium assay | P08173 | CHO-K1 hM4/Gqi5, Fluo-8 calcium fluorescence; vehicle 0%, full acetylcholine response 100% | activation, % at 3 µM | 360,000 tested, 0.14% active | AID 624127;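 active = activation above the run mean over all test wells plus 3 SD, cut at about 32% in these data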;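 note: peak over basal fluorescence ratio per well then scaled between controls; 0% = DMSO wells and 100% = acetylcholine at EC100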
M1 PAM = potentiates human M1 receptor response to acetylcholine. P11229. CHO-K1 hM1, Fluo-8 calcium fluorescence, ACh EC20; 0% = ACh EC20, 100% = maximal ACh. activation, % at 3 µM. 360,000 tested, 0.088% active; in the data active = activation above about 19%, passing the limit was not always enough
Target sequence (P11229 whole entry, looked up): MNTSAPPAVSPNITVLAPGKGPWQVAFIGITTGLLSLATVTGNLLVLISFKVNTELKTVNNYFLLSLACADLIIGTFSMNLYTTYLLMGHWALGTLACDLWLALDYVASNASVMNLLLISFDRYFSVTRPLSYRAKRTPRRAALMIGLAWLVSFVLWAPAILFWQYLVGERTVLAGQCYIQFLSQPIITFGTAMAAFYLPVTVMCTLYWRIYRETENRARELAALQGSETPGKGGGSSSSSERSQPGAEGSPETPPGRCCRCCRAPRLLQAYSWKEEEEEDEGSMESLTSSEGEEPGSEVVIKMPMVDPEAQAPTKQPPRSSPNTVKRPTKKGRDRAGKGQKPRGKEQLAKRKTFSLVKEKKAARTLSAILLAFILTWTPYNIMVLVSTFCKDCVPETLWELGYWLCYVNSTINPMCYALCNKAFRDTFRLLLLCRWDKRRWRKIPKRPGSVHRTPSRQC
M5 PAM = positive allosteric modulators of human muscarinic M5 receptor | P08912 | CHO-K1 hM5, Fluo-8 calcium, ACh EC20 PAM; 0% = ACh EC20, 100% = ACh EC100 | activation, % at 3 µM | 360,000 tested, 0.3% active | AID 624038;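 active = activation above the run cutoff, the mean activation of all test compounds plus 3 SD, cut at about 18% in these data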
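Replicates: One well per compound, no replicates | System: Human M5 receptor in CHO-K1 cells | Benchmarks: Low control EC20 acetylcholine (0%), high control EC100 acetylcholine (100%) | Probe or stimulus: Acetylcholine, EC20 level | Times: Fluo-8 loading 80 min at 37 °C plus 30 min room temperature | Signal: Intracellular calcium via Fluo-8 fluorescence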
* marks the source's active call; other numbers are inactive results; . = not tested or not shown.

M4 ag,M5 PAM,M1 PAM,CHRM5 antagonist,CHRM4 antagonist,M5 ag,M4 PAM,CRFR2-BP antag,CRFR2-BP ag,molecule
2.9,-0.1,9.2,10.2,-6.3,-6.2,2.6,19.0,-0.8,O=C(Nc1ccc(CN2CCOCC2)cc1)c1cc(Cl)ccc1Cl
0.3,1.6,21.7,7.6,4.0,-6.0,-2.8,4.8,-1.7,CN1CCN(c2nc3c(c(=O)[nH]c(=O)n3C)n2Cc2cccc(Br)c2)CC1
11.5,2.6,9.6,2.9,-17.3,-6.4,-8.6,-6.0,-1.7,COc1ccc(-n2cc(CN(C)C(C)c3ccncn3)c(-c3cccc(F)c3)n2)cc1 (configuration not stated)
0.2,1.6,-7.5,3.7,11.5,-4.2,-6.0,11.8,-2.7,CCCCC/C=N\NC(=O)Cc1ccc([N+](=O)[O-])cc1
0.1,-13.1,-9.0,3.4,6.6,-6.0,-14.9,2.0,0.7,Cc1cc(=O)oc(C)c1C(=O)NCCCN1CCN(c2ccc(F)cc2)CC1
0.4,15.3,2.8,-6.2,-5.8,-0.4,12.8,3.8,2.0,O=C(O)c1cccc(S(=O)(=O)N2CCSCC2)c1
4.0,-11.6,-8.0,14.5,9.6,-0.9,-12.4,20.5,0.0,Cc1ccc(-n2c(C)cc(C(=O)CSc3n[nH]c(N)n3)c2C)cc1
0.5,-7.3,-3.2,6.2,-5.5,-2.3,-1.5,4.9,0.5,COc1ccc(C(=O)NCc2nnc(SCC(=O)N3CCCc4ccccc43)o2)cc1OC
0.1,-1.6,3.8,-2.5,6.7,-0.8,-1.5,5.0,2.3,Cc1[nH]n(-c2ccc(Cl)cc2)c(=O)c1C(=O)c1ccccc1
1.4,-5.3,8.6,7.8,-1.5,-0.8,-1.0,-3.6,-0.7,Cc1ccc(-c2nc3cccnc3s2)cc1NS(C)(=O)=O
1.1,1.6,-9.9,-6.1,-8.8,-9.2,9.8,6.8,-1.4,COc1cccc(N=C(N)N)c1
0.6,-4.3,9.9,6.2,-1.7,-0.6,-2.2,-0.3,-1.6,CCOc1ccc(C(c2c(O)nc(SC)[nH]c2=O)c2c(O)nc(SC)[nH]c2=O)cc1
1.2,-4.6,3.5,9.0,-1.1,-4.5,-1.2,-10.5,0.0,CCN(CC(=O)Nc1cc(Cl)ccc1C)C(=O)c1ccc(=O)n(Cc2ccccc2)n1
-0.8,5.0,12.0,1.3,-8.0,-13.7,-1.0,0.9,-2.0,COc1ccc(-n2cc(-c3ccc(OC)c(OC)c3)[nH]c2=S)cc1
0.2,-0.7,5.0,4.5,9.1,2.4,-11.8,21.4,-0.2,COC(=O)c1sc(-c2ccc(Cl)cc2)cc1NC(=O)COCC(=O)O
-0.6,-2.9,2.0,-10.9,-13.0,-2.1,1.2,.,.,COc1ccccc1-c1csc(C(O)(c2ccccc2)C(F)(F)F)n1 (configuration not stated)
0.7,-0.4,6.3,7.3,-3.0,-7.2,-2.4,3.1,-0.3,CN(C)c1ccc(C=NNc2ccccn2)c(Cl)c1
1.8,-1.8,7.2,6.0,22.2,2.9,-1.3,11.7,3.5,O=C(OCc1nnc(-c2ccc([N+](=O)[O-])cc2)o1)C1CC(=O)N(CCc2ccccc2)C1 (configuration not stated)
-0.1,-2.5,2.8,3.7,-7.4,-3.0,-0.4,27.3,-2.3,Cc1nn(-c2ccccc2)c(NC(=O)c2cccs2)c(-c2ccccc2)c1=O
2.3,-1.0,8.0,-9.7,-2.5,-8.1,4.0,-12.2,-4.7,Cc1c(C(=O)Nc2ccc3c4c(cccc24)CC3)cccc1[N+](=O)[O-]
0.9,3.6,8.9,-6.7,-12.4,-6.1,-2.1,-7.0,-1.8,COc1cc(SC)ccc1C(=O)Nc1ccncc1
1.0,-10.0,-4.3,-2.1,-8.7,-1.4,-4.4,8.5,0.9,CCCN1CCC(CCOc2ccccc2)(C(=O)OCC)CC1
0.4,4.1,-3.8,-2.1,8.7,3.0,-2.2,39.8,1.9,O=C(CSc1ncccc1C(=O)O)NCCC1=CCCCC1
0.7,-4.6,5.2,14.5,0.1,-1.4,1.8,-15.3,-1.4,Cc1ccc(OC(C)C(=O)N2CCc3ccccc32)c([N+](=O)[O-])n1 (configuration not stated)
3.3,-11.8,-1.2,10.4,3.5,3.0,-9.1,10.9,-0.1,Cc1nc2ccccc2c(=O)n1/N=C/c1ccc(O)cc1
0.8,-3.6,9.6,8.4,0.7,-3.0,5.0,-9.2,5.1,COc1ccc(/C=C2\C(=O)NC(=S)N2C(=O)c2ccc(C)cc2)cc1
0.2,3.9,12.2,-1.4,9.1,0.7,-1.1,5.3,2.8,CC1(C)CC(=O)C2=C(C1)Nc1ccccc1NC2c1cccc(F)c1 (configuration not stated)
0.3,-1.5,1.9,2.3,-5.7,-0.4,0.0,.,.,CC(C)N1CCCC(C)(C(=O)Nc2ccccc2)C1 (configuration not stated)
0.3,-0.1,7.5,0.0,-5.6,1.0,3.0,17.1,3.0,Cc1cc(NC(=O)CSc2ccc3nnc(-c4cccnc4)n3n2)no1
-1.9,-0.7,-6.5,-3.5,-12.6,-5.4,2.2,11.6,-3.5,CCOc1ccccc1NC1c2ccccc2C(=O)N1c1ccc(C)cn1 (configuration not stated)
0.7,5.4,-4.7,-1.5,-10.5,-0.3,-0.1,7.3,1.7,Cc1nn(C)cc1CNC(=O)c1cccc(Cl)c1
0.7,-1.8,5.5,-2.4,-1.6,-3.9,8.2,2.0,-1.3,CCOC(=O)C(CO)(NC(C)=O)C(=O)OCC
6.8,-4.3,3.5,0.6,4.4,0.1,-3.9,1.0,-2.1,COc1ccc(NC(=O)CC2C(=O)N(c3ccc(OC)cc3)C(=O)N2CCc2cccs2)cc1 (configuration not stated)
2.0,-7.1,-10.9,2.6,-8.7,-11.4,7.7,-9.4,-0.8,COc1ccccc1NC(=O)C(C)N1CCN(C/C=C/c2ccccc2)CC1 (configuration not stated)
4.4,-1.7,-0.5,0.8,-2.2,2.6,14.4,-6.3,-0.6,C#Cc1ccc([C@@H]2C=C(C(=O)O)O[C@H](OCc3ccc(CO)cc3)C2)cc1
1.3,-3.6,-0.1,-0.2,-1.2,-4.3,8.2,1.1,-2.2,O=C(COc1ccc2c(-c3ccccc3)cc(=O)oc2c1)NCc1cccs1
1.0,-2.4,-25.9,11.6,21.2,-15.6,-13.1,-2.8,0.1,CCC(C)NC(=O)c1ccc(CN2CCc3ccccc3C2)cc1 (configuration not stated)
16.0,-22.3,-7.1,19.3,9.6,-4.1,-25.4,-3.2,0.1,O=C(NCc1c[nH]c2ccccc12)c1ccccc1
0.3,-1.8,2.0,-0.3,-3.5,-4.8,7.0,4.2,0.6,N#Cc1cc2c(nc1SCc1cccnc1)CCCC2
-0.2,-3.3,2.2,-2.0,4.0,-3.1,1.1,8.1,1.1,COc1ccc(S(=O)(=O)c2c(O)c3ccc(C(=O)Nc4ccc(F)cc4F)cc3[nH]c2=O)cc1
2.3,0.8,6.1,-13.1,-20.5,-1.5,16.5,-5.3,2.4,CCC(C)(C)NC(=O)C(c1ccc(F)cc1)N(Cc1ccco1)C(=O)c1cnccn1 (configuration not stated)
3.0,13.9,7.2,-21.3,-7.2,2.8,2.5,-34.7,2.6,Nc1nonc1-n1nnc(C(=O)N/N=C/c2c(F)cccc2Cl)c1-c1ccc2c(c1)OCO2
0.2,0.3,7.3,3.9,4.3,-3.1,5.7,20.4,1.3,O=C(NC(=S)NCC1CCCO1)c1cccs1 (configuration not stated)
9.9,-7.3,-6.2,-2.3,-1.8,6.8,1.0,-35.0,2.9,O=C(CSc1nnnn1-c1cccnc1)Nc1ccc(OCc2ccccc2)cc1
1.0,4.3,13.7,7.4,-4.2,-3.3,1.8,-41.9,-2.3,Cc1ccc(C(=O)N/C(=C\c2ccccc2)C(=O)NCCN2CCOCC2)cc1
0.1,1.9,7.4,5.1,2.1,0.4,15.0,8.2,0.3,O=C(CCC(=O)Nc1ccccc1)NCCO
-0.1,1.9,3.1,1.5,-2.8,2.4,0.3,-2.8,0.4,CC(=O)N(c1nc(/C=C\C(=O)O)cs1)c1ccccc1F
0.6,-1.0,-4.0,1.3,-0.4,1.6,-0.8,-1.6,1.6,C=CCn1c(=O)c2c(nc3n2CCN3c2cccc(Cl)c2C)n(C)c1=O

The list goes on, overlapping the part above by 2 compounds.
M4 ag,M5 PAM,M1 PAM,CHRM5 antagonist,CHRM4 antagonist,M5 ag,M4 PAM,CRFR2-BP antag,CRFR2-BP ag,molecule
-0.1,1.9,3.1,1.5,-2.8,2.4,0.3,-2.8,0.4,CC(=O)N(c1nc(/C=C\C(=O)O)cs1)c1ccccc1F
0.6,-1.0,-4.0,1.3,-0.4,1.6,-0.8,-1.6,1.6,C=CCn1c(=O)c2c(nc3n2CCN3c2cccc(Cl)c2C)n(C)c1=O
-0.3,1.6,-4.0,13.9,8.7,-2.0,-6.6,2.0,-1.2,OCCC1CN(Cc2ccc3ncccc3c2)CCN1Cc1ccccc1 (configuration not stated)
-1.0,-7.7,11.2,-4.6,-10.9,-5.9,12.4,-10.2,-0.9,Cc1[nH]nc2c1C1(C(=O)N(Cc3ccc(Cl)cc3)c3ccccc31)C(C#N)=C(N)O2 (configuration not stated)
11.3,-5.1,-1.2,7.8,3.4,9.4,-6.2,12.4,0.7,O=C(CSc1ccc([N+](=O)[O-])cc1)Nc1cccc(S(=O)(=O)N2CCOCC2)c1
7.1,-8.0,-6.0,2.4,-4.9,-2.2,-10.2,22.9,-2.3,COc1ccc(C(CCN(Cc2ccc(OC)c(OC)c2)C(C)=O)c2ccccc2)cc1 (configuration not stated)
-0.1,-1.9,1.0,-3.3,-10.4,1.1,8.8,19.6,3.2,CCOC(=O)N1CCN(C(=O)c2cccc(OC)c2O)CC1
7.4,-2.6,12.2,6.5,-3.8,-1.1,-6.0,-11.0,4.8,COc1ccc(OC)c(N/C=C/C(=O)c2ccc(OC)c(OC)c2)c1
